# Bioassay records: PubChem BioAssay, several laboratories
# BoNT A protease – inhibitors of Botulinum neurotoxin A light chain protease | multiplex microsphere protease substrate cleavage, flow cytometry | inhibition, % at 10 µM | hit rate 0.17% among 360,000; in the data active = inhibition above about 30%; inconclusive = no clear call, values can overlap the other calls; note: plate controls were buffer without enzyme for full effect and enzyme alone for no effect
# GDH-TPI counter – GDH-TPI coupled enzyme inhibition counter-screen; inhibition, % at 4.8 µM; GDH-TPI coupled enzyme counterscreen, NADH absorbance; AID 588335; hit rate 1.2% among 360,000;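 note: 0% = DMSO wells and 100% = wells lacking the enzyme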
# BoNT F protease – blocks Botulinum neurotoxin F light chain protease. Multiplex microsphere protease cleavage assay, flow cytometry. inhibition, % at 10 µM. hit rate 0.22% among 360,000. AID 588497; in the data active = inhibition above about 35%, passing the limit was not always enough; inconclusive = no clear call, values can overlap the other calls; note: plate controls were buffer without enzyme for full effect and enzyme alone for no effect
# Mtb UGM inh – inhibitors of M. tuberculosis UDP-galactopyranose mutase; purified UGM, fluorescence polarization probe displacement; hit rate 0.06% among 320,000; inhibition, % at 10 µM; P9WIQ1; in the data active = inhibition above about 10%, passing the limit was not always enough; inconclusive = no clear call, values can overlap the other calls
# Target sequence (P9WIQ1 whole entry, looked up): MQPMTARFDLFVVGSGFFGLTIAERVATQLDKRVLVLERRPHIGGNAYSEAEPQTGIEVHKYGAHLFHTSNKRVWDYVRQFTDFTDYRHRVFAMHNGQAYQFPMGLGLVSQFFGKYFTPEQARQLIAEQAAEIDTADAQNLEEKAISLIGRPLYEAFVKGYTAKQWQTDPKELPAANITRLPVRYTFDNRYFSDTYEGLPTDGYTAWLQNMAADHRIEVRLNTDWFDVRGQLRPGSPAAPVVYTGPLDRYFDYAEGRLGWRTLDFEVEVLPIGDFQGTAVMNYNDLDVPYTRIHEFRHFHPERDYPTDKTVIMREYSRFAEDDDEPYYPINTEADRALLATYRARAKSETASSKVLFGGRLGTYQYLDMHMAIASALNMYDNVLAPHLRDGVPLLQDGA
# Mtb BioA inh – BioA (M. tuberculosis) enzyme inhibition; purified M. tuberculosis BioA enzyme, plate reader; inhibition, % at 9.99 µM; hit rate 0.096% among 360,000; AID 602481; in the data active = inhibition above about 40%; inconclusive = no clear call, values can overlap the other calls
# CCHF vOTU inh – blocks the CCHF virus ovarian tumor domain protease; CCHFV vOTU protease, Pep-AMC fluorescence; AID 651958; inhibition, % at 11.5 µM; hit rate 0.55% among 370,000; note: 0% = vehicle wells with enzyme and 100% = no enzyme wells
# Mtb FBA inh – Mtb fructose-bisphosphate aldolase inhibition; P9WQA3; purified M. tuberculosis FBA, fluorescence read-out; inhibition, % at 1 µM; hit rate 2.3% among 360,000; AID 588726; in the data active = inhibition above about 27%;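 note: 0% = vehicle and 100% = reference inhibitor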
# Target sequence (P9WQA3 whole entry, looked up): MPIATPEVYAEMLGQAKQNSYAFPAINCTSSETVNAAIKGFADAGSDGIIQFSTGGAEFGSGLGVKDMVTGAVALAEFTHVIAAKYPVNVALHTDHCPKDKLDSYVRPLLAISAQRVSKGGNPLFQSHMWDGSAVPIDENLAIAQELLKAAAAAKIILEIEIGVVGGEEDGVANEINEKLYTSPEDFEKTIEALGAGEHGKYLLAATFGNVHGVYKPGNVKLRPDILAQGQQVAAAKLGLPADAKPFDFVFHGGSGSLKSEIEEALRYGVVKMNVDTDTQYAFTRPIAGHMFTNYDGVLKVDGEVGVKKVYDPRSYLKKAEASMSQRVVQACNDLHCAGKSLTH
# FadD28 binding – blocks FadD28 binding to the bisubstrate probe. fluorescence polarization. inhibition, % at 12.5 µM. hit rate 0.22% among 360,000. AID 588549; in the data active = inhibition above about 8.5%, passing the limit was not always enough; inconclusive = no clear call, values can overlap the other calls
# PrPC TRFRET – inhibitors of human cell surface prion protein PrPC; TR-FRET read-out; inhibition, % at 13.8 µM; hit rate 0.43% among 370,000; AID 720596; in the data active = inhibition above about 24%; note: 0% = median of the test wells and 100% = reference compound wells
# Starred values were filed as active, the others as inactive; u = inconclusive; x = no result given; + = active, no number. Cut-off read from the data, not from the text of the source, unless noted: active = inhibition above about 30%; inactive = the rest.
SMILES,BoNT A protease,GDH-TPI counter,BoNT F protease,Mtb UGM inh,Mtb BioA inh,CCHF vOTU inh,Mtb FBA inh,FadD28 binding,PrPC TRFRET
O=C(c1cc(-c2cccs2)on1)N1CCN(c2ccccc2)CC1,-0.6,4,-2,-0.1,0.4,x,-1,0.3,x
Cc1ccc(NC(=O)CSCC(=O)Nc2cc(S(=O)(=O)N3CCOCC3)ccc2OC(C)C)cc1,-0.1,0,-10,x,0.1,1,3,-2.7,3
COC(=O)c1sc2ncccc2c1OCc1cccc(Cl)c1,-1.1,2,-2,-0.8,-1.4,8,6,-1.5,-3
CCOc1[nH]n(-c2ccccc2)c(=O)c1C=Nc1ccc(F)cc1F,-0.6,-3,-2,1.1,-0.8,5,-3,-4.7,-7
COc1ccc(-c2noc(CCC(=O)Nc3cccc(C)c3)n2)cc1,-0.8,-8,-11,-0.6,-0.1,2,8,-0.5,11
Cc1ccc(CNC(=O)c2ccccc2-n2cnnn2)cc1,0.6,4,4,1.5,x,3,1,0.5,-1
Cc1ccc(N2CC(C(=O)NCCS(=O)(=O)N3CCN(c4ccc(F)cc4)CC3)CC2=O)cc1 (configuration not stated),-0.2,-3,2,-0.8,2.3,2,-1,-4.7,-9
O=C(COC(=O)c1cccc(S(=O)(=O)N2CCc3ccccc32)c1)NC1CCS(=O)(=O)C1 (configuration not stated),-0.4,1,-8,-0.6,x,15,-2,-4.8,6
O=C(CCn1nnc2ccccc2c1=O)N[C@H](C(=O)O)c1ccccc1,0.4,-10,5,1.6,-1.2,2,-1,-2.5,-7
CCOC(=O)[C@]12Cc3cc(Cl)ccc3[C@H]1N(C)C(=O)c1cc(OC)ccc12,-0.7,x,5,x,x,19,x,x,-5
C#CCN(C[C@H]1[C@H](OC(=O)NCc2ccc(OC)c(OC)c2)[C@H](OC(=O)NCc2ccc(OC)c(OC)c2)C[C@@H](C(=O)OC)[C@H]1C(=O)OC)S(=O)(=O)c1ccc(C)cc1,-0.4,-1,-1,x,-0.9,0,1,-2.3,-1
Cn1c(=O)[nH]c(=O)c2c1nc(CN1CCN(c3cccc(Cl)c3)CC1)n2CCc1ccccc1,-2.5,7,-9,-2.3,0.0,-14,1,0.7,-6
COc1cccc(-c2cc(C(=O)NCC3CCCO3)on2)c1 (configuration not stated),-0.1,-4,1,1.2,-0.8,13,-1,-2.8,-4
O=C1Cc2cc(O)ccc2O1,0.0,4,-9,x,-0.9,-21,-5,-0.9,4
Cc1ccc(S(=O)(=O)CCc2nnc(NC(=O)c3cccs3)s2)cc1,0.9,7,2,-0.7,x,-9,1,-0.3,-4
Cc1cccc2c1-c1sc(C(=O)Nc3cccc([N+](=O)[O-])c3C)cc1CO2,1.7,14,20,2.3,x,5,7,-0.9,2
N#CCC(=O)N1CC2(CC(c3cccc(NC(=O)COc4ccc(Cl)cc4)c3)=NO2)C[C@@H]1C(N)=O (some centres not stated),-0.5,-1,-6,1.2,-0.3,-4,1,-6.0,-3
COc1ccc(-c2cc(C3CCNCC3)[nH]n2)cc1,-1.4,3,-2,0.5,-1.3,-2,-1,-1.0,-6
COc1ccc2[nH]c(C(=O)NCc3ccccc3)cc2c1,-0.1,11,5,3.2,x,-10,56*,-0.4,6
Cc1ccc(C2=CC(C)(c3ccc(C)cc3)Nc3nc(C(F)(F)F)nn32)cc1 (configuration not stated),4.8,6,1,-1.7,-0.7,3,1,-1.3,12
Cc1ccc(S(=O)(=O)n2nc(OC(=O)c3c(F)cccc3Cl)cc2N)cc1,-0.1,17,1,4.2,-1.9,-3,-1,x,6
CCOC(=O)N1CCC(N2Cc3cccc(C(=O)NCc4ccccn4)c3C2=O)CC1,-0.2,7,-4,1.4,0.0,-5,0,-0.1,4
COc1ccc(C(C)C)cc1S(=O)(=O)n1cnc(C)c1,-0.1,-11,-6,0.7,-0.2,-2,1,-1.8,-2
COC(=O)c1ccc(OCC(O)CN2C(=O)c3ccccc3C2=O)cc1 (configuration not stated),-0.2,1,21,1.5,3.9,-1,2,-0.9,11
COc1ccccc1N1CCN(S(=O)(=O)c2ccc(-c3ccc(=O)[nH]n3)o2)CC1,0.5,-1,1,0.4,x,7,1,-2.5,-5
CCN1CCc2nc(NC(=O)c3ccc(S(=O)(=O)N(C)C)cc3)sc2C1,0.4,6,-1,-7.0,0.4,-6,-4,-2.3,-4
O=C(Nc1ccccc1Oc1ccccc1)c1cccc([N+](=O)[O-])c1,u,3,-3,0.6,0.8,6,-1,-2.7,-19
O=C(Nc1ccc([N+](=O)[O-])cc1)N1CCc2ccccc2C1,-1.3,15,u,-0.9,12,3,-1,-2.6,-11
O=C(COC(=O)c1c(Cl)ccc(Cl)c1Cl)NC(=O)NCc1ccccc1,-0.4,7,-5,-2.8,-0.1,-7,1,-1.2,8
CC(C)(C)S(=O)(=O)N1C[C@H]2CC/C=C\C/C=C\2[C@@H]1CCO,0.1,-7,-4,x,0.4,11,-1,-3.2,0
O=C1c2ccccc2CN1C(CO)c1ccccc1 (configuration not stated),0.5,-1,34,1.1,1.2,4,5,-2.5,9
N/C(=C\C(=O)c1cc(Cl)ccc1O)C(Cl)(Cl)Cl,0.1,0,-7,-1.4,-0.3,6,3,-3.2,-2
COc1ccc(C(=O)NNC(=O)CSc2nc3c([nH]2)c(=O)n(C)c(=O)n3C)cc1,0.1,-7,2,5.3,-0.2,3,0,1.1,-1
COc1ccc(C2(CNS(=O)(=O)c3ccc(C)cc3)CCOCC2)cc1,-0.5,-7,-2,-1.3,1.4,5,-3,-2.2,-5
CC[C@@]1(C(=O)OC)N[C@H](CN(C)C(=O)NC(C)C)[C@@H]2C(=O)N(C)C(=O)[C@@H]21,-0.1,7,3,3.5,-0.6,1,-1,0.8,1
CC#CCN(Cc1ccco1)C(=O)c1ccc(OC2CCN(Cc3ccccn3)CC2)cc1,0.0,-2,2,2.9,0.3,1,6,0.2,-2
COc1ccc(CN(C)C(=O)c2cccc(S(=O)(=O)N3CCc4ccccc43)c2)c(OC)c1,0.0,7,3,2.5,-1.9,13,2,-0.3,8
CCOc1ccccc1/C=N/Nc1nc(C)cc(=O)[nH]1,-2.4,26,-10,-0.7,5.8,x,-2,1.3,x
O=C(O)/C=C/c1cn(-c2ccccc2)nc1-c1cccc([N+](=O)[O-])c1,0.4,4,3,2.5,x,-1,-4,-2.5,1
CCSc1ccc([C@@H]2[C@H]3C(=O)N(C)C(=O)[C@H]3[C@]3(C(=O)OC)CCCCN23)cc1,-0.3,3,-3,-1.3,3.8,27,1,0.9,10
CCN(CC)c1ccc(C(=O)N/N=C/c2ccc(N3CCOCC3)cc2)cc1,-0.3,15,-2,-2.3,x,-6,-2,-2.3,3
CC[N+]1(C)CCC(=C2c3ccccc3CC(=O)c3sccc32)CC1 (configuration not stated),-0.1,1,4,-1.6,1.2,-8,1,-1.1,-2
CC(C)Cc1ccc(S(=O)(=O)N2CCOCC2)cc1,1.4,9,-3,-1.1,-0.4,-8,1,-0.6,-3
Cc1ccc(NC(=O)CN2C(=O)NC(C)(c3ccc(Cl)cc3)C2=O)cc1 (configuration not stated),0.9,3,9,-4.5,8.7,13,2,-3.9,7
COC(=O)[C@]12CCCCC=C1N(Cc1cccc3ccccc13)C(=O)[C@H](CC(=O)N1CCOCC1)C2,-0.5,x,-9,x,x,7,x,x,3
Cc1cc(=O)[nH]c(SCC(=O)Nc2nnc(SCc3ccccc3)s2)n1,0.8,6,8,-0.5,x,-3,4,-2.1,6
CC1CCN(C(=O)Cn2cnc3c(cnn3C(C)(C)C)c2=O)CC1,-0.3,7,2,1.1,x,-12,1,-0.5,-1
Nc1ccc2c(c1)nnn2-c1ccccc1,-0.3,-7,2,2.3,1.7,-31,31*,-1.6,4
O=C(O)c1cc(-c2ccccc2Cl)n(-c2ccccc2)n1,-5.4,-6,-16,1.6,4.0,-2,1,x,5
N#Cc1c(/N=C/c2cc3ccccc3s2)sc2c1CCC2,1.3,6,-7,1.5,4.1,22,-5,-0.1,4
O=C(NC(=S)Nc1cccnc1Cl)c1ccc(Cl)cc1,-1.3,3,-7,2.0,3.5,13,2,-3.4,5
Cc1ccc(-c2cc(C(=O)Nc3nccs3)c3ccccc3n2)c(C)c1,0.6,9,-5,2.5,x,4,-5,-1.4,2
CC(=O)Nc1ccc(NC(=O)C(C)OC(=O)C2CC(=O)N(CCc3ccccc3)C2)cc1 (configuration not stated),-4.4,2,4,3.6,x,-7,3,-0.6,-1
CC(=O)N(c1ccccc1)C(C(=O)c1ccccc1)c1ccccc1 (configuration not stated),-0.1,5,-4,x,-0.2,11,2,x,-12
Cc1ccc(NS(=O)(=O)c2ccc(Cl)nc2)c(C)c1,4.3,6,10,x,0.9,-2,5,-2.3,5
O=C(Nc1ccc(N2CCOCC2)cc1)c1cccc2ccccc12,-2.9,-8,-8,0.5,-2.2,8,1,-1.9,-10
COc1cccc(OC)c1C(=O)Nc1nc(COc2ccccc2)cs1,0.2,-2,-5,-1.8,-0.5,7,0,-2.9,7
CC1CCC(NC(=O)c2cccc(S(=O)(=O)N3CCN(c4ccc(F)cc4)CC3)c2)CC1 (configuration not stated),x,2,x,-1.4,x,-1,-2,-1.5,8
CCOc1ccc(C(=O)CSCC(=O)O)cc1,-0.9,9,-2,0.0,-1.5,25,1,-1.2,0
CC(=O)Nc1nc(-c2ccc3c(c2)CCO3)cs1,0.1,8,-2,3.6,x,-1,4,0.6,0

# Three compounds already listed, ordered by SMILES length, smallest number first:
SMILES,BoNT A protease,GDH-TPI counter,BoNT F protease,Mtb UGM inh,Mtb BioA inh,CCHF vOTU inh,Mtb FBA inh,FadD28 binding,PrPC TRFRET
CC(=O)Nc1nc(-c2ccc3c(c2)CCO3)cs1,0.1,8,-2,3.6,x,-1,4,0.6,0
N#Cc1c(/N=C/c2cc3ccccc3s2)sc2c1CCC2,1.3,6,-7,1.5,4.1,22,-5,-0.1,4
CC(=O)N(c1ccccc1)C(C(=O)c1ccccc1)c1ccccc1 (configuration not stated),-0.1,5,-4,x,-0.2,11,2,x,-12

# (more compounds)
SMILES,BoNT A protease,GDH-TPI counter,BoNT F protease,Mtb UGM inh,Mtb BioA inh,CCHF vOTU inh,Mtb FBA inh,FadD28 binding,PrPC TRFRET
Cc1ccc(OCC(=O)NNC(=O)c2ccoc2C)c(Br)c1,-0.2,4,0,1.5,3.9,5,-2,-3.5,-1
O=C(NN1C(=O)C2C3C=CC(O3)C2C1=O)c1cccc(O)c1 (configuration not stated),-0.7,-1,-1,-1.0,x,21,0,-2.5,5
CC1(C)Oc2ccc(C(=O)N3CCOCC3)cc2N(CC(=O)Nc2ccccc2)C1=O,-0.2,1,-16,5.1,-1.7,10,5,-4.4,7
O=C(Nc1ccc(F)cc1)C1CC(=O)N(Cc2ccco2)C1 (configuration not stated),-2.4,-4,-14,-2.4,2.2,2,-2,2.2,2
CC1CCCCN1C(=S)NCc1ccco1 (configuration not stated),-0.5,-4,5,1.1,x,15,0,-1.7,0
COc1ccc(F)cc1C(=O)C1CCCN(C(=O)CCN2CCCCO2)C1 (configuration not stated),-0.6,9,-4,1.3,x,7,4,-1.6,5
Cc1ccccc1NC(=O)C1(NC(=O)c2cccc(N3C(=O)CSC3c3ccccc3)c2)CCCCC1 (configuration not stated),-0.5,12,5,-4.2,-0.8,1,4,0.0,4
N=c1c(C(=O)NCc2ccco2)cc2c(=O)n3ccccc3nc2n1CC1CCCO1 (configuration not stated),6.4,20,-14,0.1,-0.5,-32,+,-0.6,-39
N#Cc1ccc(CSc2nnc(-c3cccnc3)o2)cc1,0.0,-12,1,-0.9,x,0,-2,-1.9,-6

# Random excerpt: two compounds from above, in no set order.
SMILES,BoNT A protease,GDH-TPI counter,BoNT F protease,Mtb UGM inh,Mtb BioA inh,CCHF vOTU inh,Mtb FBA inh,FadD28 binding,PrPC TRFRET
O=C(NN1C(=O)C2C3C=CC(O3)C2C1=O)c1cccc(O)c1 (configuration not stated),-0.7,-1,-1,-1.0,x,21,0,-2.5,5
N#Cc1ccc(CSc2nnc(-c3cccnc3)o2)cc1,0.0,-12,1,-0.9,x,0,-2,-1.9,-6
